# Bioassay records deposited in PubChem by several laboratories.
# sdo1 growth: compounds rescuing growth of sdo1-depleted yeast, bone marrow failure model. S. cerevisiae sdo1-depleted JHY4D growth rescue, OD600 30 h; hits give high values; pdr5 snq2 efflux-pump mutant strain. z-score at 10 µM. 0.21% of 140,000 active;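 active = z-score above 3 at both the 24 hr and the 30 hr optical density reads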;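 also: z-score against mean and SD of all compound wells on the same plate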
# INS promoter inh: TRM-6 insulin promoter activity inhibition; TRM-6 cells (human fetal islet line), insulin promoter-eGFP reporter, imaging; reporter expression induced with tamoxifen; inhibition, % at 2 µM; 0.9% of 130,000 active; AID 1273;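 active = inhibition above the mean plus 3 SD, with well images judged a real hit on visual review, cut at about 60% in these data, passing the limit was not always enough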
# sdo1 growth Rescue 24 h: also measured in sdo1 growth; calls as there; z-score; S. cerevisiae sdo1-depleted JHY4D growth rescue, OD600; measured here: growth rescue at 24 h;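 0 is the plate mean of compound wells and units are plate SD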
# Numbers without * were called inactive; / = no result given.
# Order of results – sdo1 growth, sdo1 growth Rescue 24 h, INS promoter inh
> COc1ccc(-c2nn(C)c3sc(C(=O)N4CCOCC4)cc23)cc1OC
 : -1.2, -1.3, /
> CC(C)COc1ccc(Cc2cnc(N)nc2N)cc1
 : -0.9, -1.4, 0
> C=CCn1c(SCC(N)=O)nc(C)cc1=O
 : 1.3, 1.1, 59
> CN(c1ccc(C(=O)Nc2ccc(CC#N)cc2)cc1)S(C)(=O)=O
 : /, /, 36
> Cc1nc(Oc2cccc(Cl)c2)c2oc3ccccc3c2n1
 : -1.6, -1.7, -25
> Nc1c(C(=O)O)nnn1Cc1ccccc1
 : 0.47, 0.09, -6
> COCCCNC(=O)/C(=C\c1cccn1C)NC(=O)c1cccs1
 : 1.8, 2, -33
> CCOc1ccccc1Nc1nc(N)nc(CSc2nncn2C)n1
 : 1.2, 1.1, 41
> Cc1ccc(OCC(=O)Nc2ccc(F)cc2)cc1
 : 0.62, 0.99, -43
> CC(Oc1ccc(Br)cc1)C(=O)N1CCC(C(N)=O)CC1 (stereo unspecified)
 : /, /, -24
> c1ccc(OCCCCn2cnc3ccccc32)cc1
 : -1, -1.3, -371
> CC1CC(C)CN(S(=O)(=O)c2ccc(C(=O)Nc3nnc(-c4cccs4)o3)cc2)C1 (stereo unspecified)
 : -1.3, -1.3, /
> COc1cc(/C=N/NC(=O)Nc2cccc3nsnc23)cc(OC)c1OC
 : 0.44, 2.2, 30
> c1ccc(CCCNc2ncnc3nc[nH]c23)cc1
 : 0.82, 0.53, 50
> O=C(CCn1c(=O)[nH]c2ccsc2c1=O)N1CCN(c2cccc(Cl)c2)CC1
 : 2.4, 3.1, /
> CNC(=O)c1ccc(-c2ccc(OC)cc2)s1
 : 0.93, 0.9, -8
> CCc1ccc(/C=C\C(=O)N2CCc3ccccc3C2)cc1
 : -1.3, -0.59, 30
> COc1ccc(CCNC(=O)CSC(=O)c2ccccc2)cc1OC
 : /, /, 0
> O=C(COC(=O)c1ccccn1)NCCCc1ccccc1
 : 0.26, -0.06, 0
> O=C(CN1CCc2ccccc2C1)NCc1ccco1
 : -0.45, -1.1, 41
> CCC1CCCCN1C(=O)CSc1nnc(-c2ccc3c(c2)OCCO3)o1 (stereo unspecified)
 : -0.07, 0.06, -221
> CCOC(=O)c1c(-c2ccccc2)oc2cc(CN(C)C)c(O)c(CN(C)C)c12
 : /, /, -100
> COc1cccc(NC(=O)Nc2ccccc2C(N)=O)c1
 : /, /, 19
> COC(=O)c1ccc(CSc2nnc(NC(C)C)s2)o1
 : /, /, -25
> O=C(c1cccc(S(=O)(=O)N2CCOCC2)c1)N(Cc1ccc(F)cc1)Cc1ccco1
 : /, /, -47
> Cc1nn(C(C)C(=O)N2CCCCC2)c(=O)c2c1sc1ccccc12 (stereo unspecified)
 : -0.27, -0.06, /
> CCN(CC)S(=O)(=O)c1cc([N+](=O)[O-])ccc1NNC(=O)Nc1ccccc1
 : 0.01, -0.53, 11
> COc1ccc(C(C)=O)cc1CN1C(=O)NC2(CCCC2)C1=O
 : /, /, -8
> O=C1NCCCC1C(=O)N1CCN(C(=O)c2ccco2)CC1 (stereo unspecified)
 : 0.41, -0.24, -39
> C/C(=N\NC(=S)Nc1ccc(C)c(C)c1)c1ccc(N2CCOCC2)cc1
 : -2, -1.6, /
> CC(=O)c1nc(-c2ccccc2)sc1C
 : /, /, -18
> Cc1cc(NC(=O)COc2cccc(Oc3ccccc3)c2)no1
 : -0.74, -1.1, 4
> CCOC(=O)C1=C(C)N=c2s/c(=C\c3ccc(OC(C)=O)c(OCC)c3)c(=O)n2C1/C=C/c1ccccc1 (stereo unspecified)
 : 0.06, 0.63, /
> c1ccc(Oc2cc(-n3cccn3)ncn2)cc1
 : -0.19, -0.2, -9
> O=C(NCCc1ccc(Cl)cc1)C1CCN(S(=O)(=O)c2ccc(-n3cnnn3)cc2)CC1
 : -0.26, 0.37, -40
> CC(=O)N(CCO)Cc1cc2cc(C)cc(C)c2[nH]c1=O
 : 0.63, 0.26, /
> CCOc1ccc(S(=O)(=O)N2c3ccccc3CC2C)cc1 (stereo unspecified)
 : -0.76, -0.88, -257
> NC(=O)c1nn(-c2ccc(Oc3ccccc3)cc2)c(=O)cc1O
 : /, /, -8
> CC(Nc1ccc(F)cc1F)C(=O)NC(=O)NC1CCCCC1 (stereo unspecified)
 : /, /, 22
> CCn1cc(C(=O)NCCCOC)c2cc(OC)c(OC)cc2c1=O
 : -0.44, -0.72, /
> CCCNc1sc(S(=O)(=O)CCC)nc1S(=O)(=O)c1ccc(C)cc1
 : /, /, -82
> COC(=O)NC(NC(=S)Nc1ccc([N+](=O)[O-])cc1)C(Cl)(Cl)Cl (stereo unspecified)
 : 0.15, -0.01, 46
> Cc1sc2ncn(CC(=O)OC(C)C)c(=O)c2c1C
 : 0.07, -0.03, 46
> COc1ccc(C2=NOC(C(=O)Nc3cc(C)nn3-c3ccccc3)C2)cc1OC (stereo unspecified)
 : 1.4, 2.9, /
> COc1ccccc1-c1nnc2sc(-c3ccc(N(C)C)cc3)nn12
 : -0.86, 0.67, -53
> COc1ccc2occ(C(C)=O)c2c1
 : 0.82, -0.49, 7
> COc1ccc2oc(/C=C/N(C)C)c(C(=O)c3ccc(Cl)cc3)c2c1
 : 0.07, -0.19, 3
> N#Cc1ccc(CSc2nnc(Cc3cccs3)n2Cc2ccco2)cc1
 : -0.48, -0.19, -121
> CCCN1CCCc2ccccc21
 : -0.71, -0.86, -26
> COc1ccccc1N=C(C)C1=C(O)COC1=O
 : 0.37, 0.38, /
> CCCCCCn1c(CN2CCCCC2)nc2c1c(=O)n(C)c(=O)n2C
 : /, /, 29
> Cc1nc2ccc(N=NC3=C(O)CC(C)(C)CC3=O)cc2s1
 : -1.2, -0.81, 17
> COc1ccc2c(c1OC)C(=O)OC2CC(=O)c1ccc(O)cc1 (stereo unspecified)
 : 0.65, 0.16, -16
> O=C(CNc1cccc([N+](=O)[O-])c1)N/N=C/c1ccc(F)cc1
 : /, /, 27
> CCOC(=O)N1CCN(Cc2nc3c(c(=O)n(C)c(=O)n3C)n2Cc2ccccc2)CC1
 : -0.11, -0.54, /
> CNc1nc(CC(C)=O)ns1
 : 1.9, 2.7, /
> COc1cc(S(=O)(=O)N2CCOCC2)cc(C(=O)c2nccn2C)c1OC
 : 0.15, -0.11, -9
> CCCc1ccc(OCC(=O)NNC(=O)c2cccnc2)cc1
 : /, /, 35
> O=C(O)C1C2C=CC(O2)C1C(=O)NCc1ccc2c(c1)OCO2 (stereo unspecified)
 : -0.16, -0.73, -3
> CCOC(=O)N1CCN(c2cc(=O)n(-c3ccc(OCC)cc3)c(=O)[nH]2)CC1
 : 0.88, 0.6, -10

# Four of these compounds in another layout:
compound: COc1cc(S(=O)(=O)N2CCOCC2)cc(C(=O)c2nccn2C)c1OC
  sdo1 growth = 0.15
  sdo1 growth Rescue 24 h = -0.11
  INS promoter inh = -9

compound: CCCc1ccc(OCC(=O)NNC(=O)c2cccnc2)cc1
  sdo1 growth = /
  sdo1 growth Rescue 24 h = /
  INS promoter inh = 35

compound: O=C(O)C1C2C=CC(O2)C1C(=O)NCc1ccc2c(c1)OCO2 (stereo unspecified)
  sdo1 growth = -0.16
  sdo1 growth Rescue 24 h = -0.73
  INS promoter inh = -3

compound: CCOC(=O)N1CCN(c2cc(=O)n(-c3ccc(OCC)cc3)c(=O)[nH]2)CC1
  sdo1 growth = 0.88
  sdo1 growth Rescue 24 h = 0.6
  INS promoter inh = -10

# (list continues)
# Order of results – sdo1 growth, sdo1 growth Rescue 24 h, INS promoter inh
> CCOc1cccc(SCc2noc(C(=O)NCC3CCCO3)c2C(=O)O)c1 (stereo unspecified)
 : 0.69, 0.49, 27
> Cc1ccc(-c2cc(C(=O)N/N=C/c3cccnc3)n[nH]2)o1
 : -0.13, -1.6, -8
> C=CCN(CC=C)CCOc1ccc(OC(C)C)cc1
 : /, /, -29
> Cc1ccc(N2CCN(S(=O)(=O)N(C)C)CC2)cc1Cl
 : 0.03, 1.2, -6
> CCCC(C)NC(=O)COC(=O)c1ccccc1SCC(=O)NC(C)CCC (stereo unspecified)
 : /, /, -67
> CCn1c2ccccc2c2cc(/C=N/NC(=O)c3cccc(C)c3)ccc21
 : -0.3, 0.34, /
> Cc1ccccc1N=C1NC(=O)/C(=C/c2cccn2-c2cccc(C(=O)O)c2)S1
 : /, /, -53
> COc1ccc2cc(C)c3nnc(SCC(=O)Nc4nc(-c5ccc(F)cc5)cs4)n3c2c1
 : -1.6, -0.91, 29
> COC(CNC(=O)CNC(=S)N(Cc1ccccc1)Cc1cccnc1)OC
 : /, /, -63
> Cc1cccc(NC(=O)NC2CC(=O)N(c3ccc4c(c3)OCCO4)C2)n1 (stereo unspecified)
 : /, /, -33
> CCOC(=O)c1cnc2c(C)cc(C)cc2c1Nc1ccc(S(=O)(=O)Nc2ncccn2)cc1
 : 0.5, 0.47, 3
> CCOC(=O)c1cc(CC)sc1NC(=O)CSc1nc2ccccc2c(=O)n1Cc1ccco1
 : -0.65, 0.6, -50
> CC(=O)Nc1ccc(C(=O)CSc2nc3ccc(C)cc3[nH]2)cc1
 : 0.13, 0.2, -8
> CC(C)C1=Nc2cccc3cccc(c23)N1
 : 0.94, 0.25, 5
> O=C(NCCCN1CCCC1=O)c1ccc(OCc2ccccc2)cc1
 : -0.19, 0.09, /
> CN(C)C=Nc1c(Br)cc(Br)c2nonc12
 : -1.9, -0.98, -203
> O=C(NCCSCc1c(F)cccc1Cl)c1ccc(CN2CCOCC2)cc1
 : -1.4, -1.2, -17
> Cc1cccc(-n2nnnc2SC(C)C(=O)NCCC2=CCCCC2)c1 (stereo unspecified)
 : -1.2, -1.6, /
> CCOC(=O)C1=C(C)NC(=O)NC1c1ccc(OCC(N)=O)cc1 (stereo unspecified)
 : 0.63, 0.37, 67
> Cc1ccc(O)c(C(=O)c2cnc3c(c2)c(=O)n(C)c(=O)n3C)c1
 : /, /, 53
> COc1cccc(C=Nc2cccc3c(=O)[nH][nH]c(=O)c23)c1O
 : /, /, -6
> Fc1cccc(NC(=S)NCc2cccnc2)c1
 : 0.69, 0.3, /
> O=C1N=C(N2CCOCC2)S/C1=C1\C(=O)N(Cc2ccccc2)c2ccccc21
 : -1.7, -0.6, 26
> COc1cc(OC)cc(-c2nnc(SCc3c(F)cccc3Cl)o2)c1
 : -0.11, 0.7, 0
> COc1cc(N=C2C(=O)N3c4c(cccc42)C(C)=CC3(C)C)cc(OC)c1
 : -0.66, -0.87, 21
> Cc1ccc(C(=O)Nc2nc3ccccc3c(=O)s2)cc1
 : -1.1, 0.81, /
> CCOC(=O)c1ccc(CNCc2ccccc2)cc1
 : 0.26, -0.34, -5
> O=C(CSc1nnc(-c2cccs2)n1-c1ccccc1)N1CCCC1
 : 1.1, 1.6, /
> CS(=O)(=O)N(CC(=O)NCC1CCCO1)c1ccc(F)c(Cl)c1 (stereo unspecified)
 : -0.78, -0.95, 10
> CC(C)(Oc1ccc(Cl)cc1)C(=O)Nc1ccc2oc(-c3ccncc3)nc2c1
 : -0.24, 0.84, 21
> Cc1nc2c(C(=O)NCc3ccc4c(c3)OCO4)cnn2c(C)c1Cc1ccc(F)cc1Cl
 : 0.53, 1.4, 20
> CCOC(=O)CC(NC(=O)Cn1nnc(-c2ccccc2C)n1)c1ccc(OC)cc1 (stereo unspecified)
 : /, /, 21
> CC(=O)NC(CCS(C)(=O)=O)C(=O)Nc1ccccc1C (stereo unspecified)
 : 0.81, 0.61, 62
> CCCN1C(=O)C(O)(CC(=O)c2cccc(OC)c2)c2ccccc21 (stereo unspecified)
 : -0.47, -0.59, 7
> Nc1c(C(=O)NCCN2CCOCC2)c2nc3ccccc3nc2n1-c1cccc(F)c1
 : 0.27, 1.1, /
> Nn1c(SCC(=O)Nc2ccc3c(c2)OCO3)nnc1-c1ccccc1
 : 0.38, -0.12, 6
> Cc1ccccc1NC(=O)C(=O)NCc1ccccn1
 : 0, -0.14, -110
> O=C1NC(=Nc2ccccc2)/C(=C/c2ccco2)S1
 : -1.1, -1.6, /
> CCOC(=O)Cn1c(-c2ccccn2)nc2ccccc21
 : -0.16, -0.18, /
> COc1ccc2cc(C(N)=O)c(=Nc3ccc(C)cc3)oc2c1
 : /, /, 56
> O=C(Nc1ccccc1)NC1(C(=O)N2CCN(C(=O)c3ccco3)CC2)CCCCC1
 : 0.21, 0.35, 0
> COc1ccc(-c2csc(NC(=O)c3cc(C)on3)c2C#N)cc1OC
 : 0.16, 2.1, 20
> O=S(=O)(c1ccc(Cl)nc1)N1CCN(Cc2ccc3c(c2)OCO3)CC1
 : -0.15, -0.03, 23
> CCOC(=O)c1sc(N)c(C#N)c1CSc1nnc(C2CC2)n1N
 : 0.33, -0.31, 3
> O=C(ON=C1CCN(S(=O)(=O)c2ccccc2)CC1)c1cccc(Cl)c1
 : 0.02, 0.23, 38
> Cn1cnnc1SCC(=O)Nc1ccccc1C(=O)NC1CCCC1
 : -0.12, -0.49, /
> COc1ccc(NC(=O)c2ccc(CNc3c(NC4CCCCC4)c(=O)c3=O)cc2)cc1OC
 : -2, -0.46, /
> Cc1ccc(S(=O)(=O)N(CC(=O)N2CCC(C(N)=O)CC2)Cc2ccc(F)cc2)cc1
 : 0.94, 0.49, 68
> CCn1c(SCC(=O)Nc2ccc(C(C)=O)cc2)nc2ccccc21
 : -1.5, -0.89, 57
> CC(c1ccccc1C(O)(c1ccccc1)c1ccccc1)N(C)C (stereo unspecified)
 : 0.77, 0.06, 17
> CCOc1ccc(-c2noc(COC)n2)cc1OC
 : 1.3, 2.2, -181
> CN(C)C1=NCC(CSC(=N)N)S1 (stereo unspecified)
 : /, /, -67
> O=C(OCC1CC(c2ccccn2)=NO1)c1ccc(Br)cc1 (stereo unspecified)
 : -0.97, -0.38, /

# A portion of the library; the hit share may differ from the screen's.
